Compound activity as filed in PubChem.
TLR9-MyD88 inh: inhibitors of TLR9-MyD88 association in cells, primary screen, cell-based, CHO, BLA complementation, fluorescence; Toll-like receptor 9 (Homo sapiens) + Myeloid differentiation primary response protein …; 340,000 tested, 0.21% active; CCF4 FRET ratio; inhibition, % at 4.98 µM; AID 504734, 2011;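 active = inhibition above the mean over all tested compounds plus 3 SD, cut at about 21% in these data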;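 note: 0% = DMSO only wells and 100% = clavulanate BLA inhibitor control wells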
ABHD5 PLIN5 PPI: ABHD5-PLIN5 interaction inhibitors, primary screen, cell lysate, split luciferase complementation, luminescence; Perilipin-5 (Homo sapiens) + 1-acylglycerol-3-phosphate O-acyltransferase ABHD5 (Homo …; Split G. princeps luciferase complementation, 4 h; inhibition, % at 4 µM; 360,000 tested, 0.78% active; AID 602281, 2012;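 active = inhibition above the mean inhibition across every tested compound plus 3 SD, cut at about 22% in these data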;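 note: 0% = DMSO only wells and the 100% control is not disclosed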
LRH-1 inv ag: LRH-1 (NR5A2) inverse agonists, primary screen, cell-based, luminescence, HEK293T, StAR-luciferase reporter; Nuclear receptor subfamily 5 group A member 2 (Homo sapiens), O00482; LRH-1 transfected, 24 h; inhibition, % at 3.6 µM; 360,000 tested, 0.13% active;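 active = inhibition above the mean inhibition of all tested compounds plus 3 SD, cut at about 73% in these data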;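 note: 0% = DMSO wells and 100% = reporter-only cells lacking LRH-1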
NCOA2 inhibitor: inhibition of GAL4-SRC2 driven luciferase reporter, primary screen, SRC2 inhibitor project, cell-based, luminescence; Nuclear receptor coactivator 2 (Homo sapiens), Q15596; HEK293 GAL4-SRC2 luciferase reporter; inhibition, % at 9 µM; 370,000 tested, 0.17% active; AID 651957, 2012;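 active = inhibition above the mean inhibition of all tested compounds plus 3 SD, set per campaign, cut at about 52% in these data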;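 note: 0% = DMSO treated cells and 100% = cells given Gossypol at 36 µM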
Target sequence (Q15596 whole entry, looked up, the tested form may be a part): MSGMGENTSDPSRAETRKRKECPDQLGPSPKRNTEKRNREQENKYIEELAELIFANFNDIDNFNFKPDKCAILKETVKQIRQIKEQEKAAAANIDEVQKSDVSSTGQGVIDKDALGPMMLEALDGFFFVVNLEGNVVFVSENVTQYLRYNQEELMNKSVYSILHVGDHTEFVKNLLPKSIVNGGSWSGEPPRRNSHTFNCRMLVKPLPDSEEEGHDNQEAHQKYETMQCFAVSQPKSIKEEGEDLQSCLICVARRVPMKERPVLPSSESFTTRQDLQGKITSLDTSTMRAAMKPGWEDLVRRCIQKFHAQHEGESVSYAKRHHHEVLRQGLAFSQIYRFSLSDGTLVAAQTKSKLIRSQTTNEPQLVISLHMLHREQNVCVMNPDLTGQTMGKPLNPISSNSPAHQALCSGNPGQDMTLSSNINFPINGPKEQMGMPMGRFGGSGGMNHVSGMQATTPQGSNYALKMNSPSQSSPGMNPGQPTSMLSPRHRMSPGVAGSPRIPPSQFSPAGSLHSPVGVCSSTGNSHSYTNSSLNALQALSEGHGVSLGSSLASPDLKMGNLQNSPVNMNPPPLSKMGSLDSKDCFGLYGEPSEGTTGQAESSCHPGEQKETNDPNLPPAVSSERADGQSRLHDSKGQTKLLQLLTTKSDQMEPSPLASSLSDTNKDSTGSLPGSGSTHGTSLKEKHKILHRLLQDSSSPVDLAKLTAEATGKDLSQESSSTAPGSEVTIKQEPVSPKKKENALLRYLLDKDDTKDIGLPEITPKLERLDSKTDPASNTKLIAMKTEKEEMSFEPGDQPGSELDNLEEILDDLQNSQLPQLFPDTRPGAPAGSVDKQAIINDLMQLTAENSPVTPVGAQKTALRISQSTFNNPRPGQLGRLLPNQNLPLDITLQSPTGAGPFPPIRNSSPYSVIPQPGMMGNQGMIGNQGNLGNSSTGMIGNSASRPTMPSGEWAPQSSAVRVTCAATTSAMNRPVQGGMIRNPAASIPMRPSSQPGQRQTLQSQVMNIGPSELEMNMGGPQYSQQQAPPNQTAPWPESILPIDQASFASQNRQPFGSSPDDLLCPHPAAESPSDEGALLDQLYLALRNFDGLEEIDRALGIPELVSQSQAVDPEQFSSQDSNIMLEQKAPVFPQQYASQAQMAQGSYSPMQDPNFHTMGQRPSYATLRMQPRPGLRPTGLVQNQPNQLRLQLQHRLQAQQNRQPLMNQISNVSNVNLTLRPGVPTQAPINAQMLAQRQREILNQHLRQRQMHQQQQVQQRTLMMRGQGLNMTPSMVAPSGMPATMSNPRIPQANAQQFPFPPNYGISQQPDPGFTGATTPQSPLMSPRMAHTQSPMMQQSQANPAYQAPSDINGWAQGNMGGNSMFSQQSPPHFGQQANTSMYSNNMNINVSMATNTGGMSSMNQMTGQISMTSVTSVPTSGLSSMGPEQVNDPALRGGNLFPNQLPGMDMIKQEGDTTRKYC
NCOA1 inh: SRC1 coactivator transcriptional activity inhibitors, primary screen, cell-based, luminescence. Nuclear receptor coactivator 1 (Homo sapiens), Q15788. HEK293 GAL4-SRC1 luciferase reporter. inhibition, % at 3.6 µM. 360,000 tested, 0.12% active. AID 588354, 2011;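 active = inhibition above the campaign mean plus 3 SD, with each screening campaign given its own cutoff, cut at about 60% in these data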;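 note: 0% = DMSO treated cells and 100% = gossypol at 36 µM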
NOD2 RIPK2 PPI: NOD2-RIPK2 binding disruptors in cells, primary screen, fluorescence, CHO cells, BLA complementation. Receptor-interacting serine/threonine-protein kinase 2 (Homo sapiens), O43353. CCF4 ratio. inhibition, % at 4.98 µM. 360,000 tested, 0.38% active; in the data active = inhibition above about 21%;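 note: 0% = vehicle only and 100% = reference blocker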
NR2F2 inh: NR2F2 transcriptional activity inhibitors, primary screen, cell-based, luciferase reporter, HEK293T, luminescence. COUP transcription factor 2 (Homo sapiens), P24468. HEK293T NGFI-A luciferase reporter. inhibition, % at 8.6 µM. 370,000 tested, 0.7% active. AID 686940, 2013;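 active = inhibition above a per-plate cutoff, mean inhibition of test wells between control levels plus 3 SD, cut at about 38% in these data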;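 note: cells cotransfected with COUP-TFII expression vector driving the NGFI-A reporter; 0% = median of COUP-TF2 test wells and 100% = reporter-only cells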
TWEAK Fn14 block: inhibitors of TWEAK-Fn14 signaling, primary screen, luciferase reporter cells, uHTS. TWEAK-stimulated Fn14 reporter cells, luciferase luminescence, 8 h. 360,000 tested, 2% active. AID 1159606, 2016. inhibition, % at 10 µM; in the data active = inhibition above about 50%
SRC3 inh: SRC3 coactivator transcriptional activity inhibitors, primary screen, cell-based, luminescence; Nuclear receptor coactivator 3 (Homo sapiens), Q9Y6Q9; HEK293 GAL4-SRC3 luciferase reporter; inhibition, % at 3.6 µM; 360,000 tested, 0.17% active; AID 588352, 2011;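 active = inhibition above a per-campaign cutoff, the mean of all compounds plus 3 SD, cut at about 60% in these data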;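 note: 0% = DMSO-treated cells and 100% = gossypol-treated cells at 36 µM; higher means less SRC3-driven luciferase light from the GAL4 reporter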
Exocytosis inh: LAMP-1 surface exposure blockers, TALL-104 cells – cell-based, flow cytometry, MLPCN library, primary screen. inhibition, % at 10 µM. TALL-104 LAMP-1 surface exposure; cells stimulated with thapsigargin and PMA. 360,000 tested, 0.66% active;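 active = inhibition above about 55%, limit read from the data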
TROY signal inh: inhibitors of TROY-driven NF-kB signaling, primary screen, Q293 LMP1-TROYcd cells, NF-kB luciferase, uHTS. AID 1347056, 2019. inhibition, % at 10 µM. 360,000 tested, 0.98% active. Q293 LMP1-TROYcd NF-kB luciferase reporter, 4 h;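 active = compounds whose plate-normalised and pattern-corrected inhibition of the luciferase reporter signal at the single screening dose is 50% or more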
* marks the source's active call; other numbers are inactive results; · = not tested or not shown. Not all compounds are listed (hit frequency here may not be typical).

molecule	TLR9-MyD88 inh	ABHD5 PLIN5 PPI	LRH-1 inv ag	NCOA2 inhibitor	NCOA1 inh	NOD2 RIPK2 PPI	NR2F2 inh	TWEAK Fn14 block	SRC3 inh	Exocytosis inh	TROY signal inh
COCCCNC(=S)N1CCN(C(c2ccccc2)c2ccccc2)CC1	-6	-6	-18	-7	-11	3	20	-14	-1	7	-3
CCN(c1ccccc1)S(=O)(=O)c1ccc(NC(=S)NC(=O)c2ccc(Br)o2)cc1	-3	-7	-19	-17	5	0	10	11	-6	-1	13
Cc1ccc2nccc(C(=O)N3CCCC(N4CCN(c5ccc(F)cc5)CC4)C3)c2c1 (stereo not given)	0	7	-8	-2	4	3	7	7	-13	5	76*
O=C(CCCn1c(=O)c2cccn2c2cccnc21)N1CCN(c2ccccc2F)CC1	5	-6	-25	-21	-4	1	8	-21	13	3	11
CCC(=O)NC(c1ccc(C)cc1)c1ccc2cccnc2c1O (stereo not given)	-5	7	19	34	41	13	-19	21	64*	9	22
CC(C)NC(=O)COc1ccc(/C=N/NS(=O)(=O)c2ccccc2)cc1	7	4	-19	-6	9	-15	-7	2	-6	-2	-17
CCN1CCN(c2nc(Nc3ccc(OC)cc3)nc(N)c2[N+](=O)[O-])CC1	·	0	3	-18	-5	-11	4	-14	13	6	-16
O=C(COc1ccccc1)Nc1cc(S(=O)(=O)N2CCOCC2)ccc1N1CCCC1	-10	2	6	5	-16	-3	2	-3	17	-1	-7
COc1ccccc1N1C(=O)c2cccc3cccc(c23)C1=O	5	0	18	-10	4	7	-10	7	-15	9	4
NC(=O)c1ccc(S(=O)(=O)N2CCSCC2)cc1	-5	0	19	-23	12	-4	-27	-2	-29	2	3
CN(C)C(=O)c1ccc(NC(=O)CN2C(=O)NC3(CCCc4ccccc43)C2=O)cc1 (stereo not given)	-8	-3	-16	-35	1	-4	-7	-1	-26	1	2
CS(=O)(=O)N(CC(=O)NCCSCc1ccco1)c1ccc(Cl)cc1	-2	3	12	4	16	0	8	-4	14	-3	5
COc1cccc(-n2c(SCC(=O)c3c[nH]c4ccccc34)nc3ccccc3c2=O)c1	1	0	22	-5	2	-12	-9	11	5	4	2
C=CCC(C=C)S(=O)(=O)c1ccc(C)cc1 (stereo not given)	-11	8	19	29	14	2	13	5	9	-4	3
CCCCC(=O)Nc1ccc2oc(-c3cccnc3)nc2c1	-10	2	-59	-33	-36	4	-14	-8	-25	0	-21
COc1cccc(-c2noc(C3CCCN(C(=O)c4ccc(F)cc4)C3)n2)c1 (stereo not given)	-3	8	-8	-11	-23	-9	-17	5	-19	6	-20
CC(Sc1nc2c(N)ncnc2n1CCOc1ccccc1)C(=O)O (stereo not given)	-7	0	3	-19	-19	-1	-6	6	2	-8	7
CC(=O)c1c(C)[nH]c(C(=O)NCCC2=CCCCC2)c1C	2	-5	-83	-22	-115	-6	-16	24	-97	1	-37
NCC12CC3CC(C1)CC(c1ccc(Cl)cc1)(C3)C2	0	8	-14	-16	-13	7	-30	-20	5	22	-20
CCCCN1C(=O)C(C#N)CC2=C1CC(C)(C)CC2=O (stereo not given)	-5	-6	13	-16	10	-29	13	13	-11	-2	16
CCN(C(=O)CSc1nc2scc(-c3ccccc3)c2c(=O)n1N)C1CCS(=O)(=O)C1 (stereo not given)	-11	-1	6	-14	-18	3	-4	-3	6	-4	-15
CCOC(=O)c1ccc(NC(=O)CSc2nnc(COc3ccccc3)n2C)cc1	-11	2	4	-17	-15	-19	3	-7	5	-1	-41
CC(C)(C)NC(=O)C(=O)NCc1ccccn1	0	3	-6	10	-52	-1	6	-3	-21	-6	12
COc1ccccc1NC(=S)NCc1ccccn1	2	-4	21	-19	-9	-11	14	1	6	-5	-20
CCOc1ccccc1CN1CCC(Oc2ccc(C(=O)NCc3ccccn3)cc2)CC1	-15	8	-1	5	-16	-8	-8	-4	-3	1	-12
COc1ccc(CC(=O)OCC(=O)Nc2cccc(Br)c2)cc1	6	-2	12	7	4	-4	-7	-14	8	-11	0
CN(c1ccccc1)S(=O)(=O)c1ccc(Cl)c(C(=O)Nc2ccc(N3CCOCC3)cc2)c1	-11	-5	1	22	-3	-4	34	7	10	0	3
COc1ccc(C2(C)NC(=O)N(CC(=O)NCCC3=CCCCC3)C2=O)cc1OC (stereo not given)	-4	-2	46	-20	-39	-2	5	-8	-16	7	-9
CCCn1c(=O)c2sccc2n2c(CCCC(=O)NCc3cccnc3)nnc12	-2	0	13	2	-20	0	15	-8	7	-3	-12
CC(=O)Nc1cccc(NC(=O)c2cccc(-c3ccc(O)cc3)c2)c1	-6	1	1	-7	7	-4	-9	-33	11	4	1
COc1cc(/C=N/NC(=O)CCN2CCCCC2)ccc1O	16	0	4	-19	-26	2	16	3	6	-3	-1
O=C(CSc1nnc(-c2ccco2)c(-c2ccco2)n1)c1ccccc1	0	-4	-22	-18	-3	6	-14	-2	-22	6	-8
O=C(COC(=O)COc1cccc(Br)c1)Nc1c(Cl)cccc1Cl	-6	-1	14	-6	-3	11	-17	-3	13	-3	14
O=C(N1CCOCC1)N(CCN1CCOCC1)Cc1cccc2ccccc12	-2	3	20	11	-3	-4	18	-7	17	-2	-4
Cn1nnc(NC(=O)c2cccc([N+](=O)[O-])c2)n1	1	3	21	-7	6	-12	-22	17	1	-2	0
O=S(=O)(c1ccccc1)c1nc(-c2ccc(F)cc2)oc1NCC1CCCO1 (stereo not given)	1	-4	0	-22	1	3	10	2	13	-2	9
CCOc1ccc(NC(=O)c2sc3nc(C)nc(N4CCOCC4)c3c2C)cc1	-1	1	7	13	-13	-1	20	-25	12	4	-2
COc1ccc2cc(C(=O)Nc3c(C)n(C)n(-c4ccccc4)c3=O)sc(=O)c2c1OC	6	3	18	·	-3	-6	·	11	6	-2	6
Cc1cccc(OCC(=O)Nc2cccc(C(=O)Nc3ccccc3C(=O)O)c2)c1	-7	3	-6	-29	-5	-12	-1	-15	2	2	-3
CN(C(=O)c1cccnc1)c1nnc(-c2cccnc2)s1	3	2	-8	7	3	-17	-17	-5	7	1	-10
O=C(NNC(=O)c1cc(Br)ccc1Cl)c1csc(N2CCOCC2)n1	-5	-1	6	0	-46	-3	2	-15	-5	-3	3
CC(c1ccccc1)c1nnc(N)s1 (stereo not given)	-8	2	6	-18	6	-7	10	-7	1	-6	6
COc1cccc(N2C(=O)Nc3ccc(Br)cc3C2(O)C(=O)NCCN(C)C)c1 (stereo not given)	3	2	-9	-17	-4	6	6	2	1	-2	-2
CCCCN=C1NN=C(c2cccc([N+](=O)[O-])c2)CS1	5	-17	-46	-25	-57	-11	-43	-17	-30	-1	-5
CCCCOc1ccc(C(=O)NCCC(=O)NCCCC(=O)OCC)cc1	3	8	-2	-2	10	-8	3	4	22	0	-7
COc1ccc(-c2noc(N3CCCC(C(=O)Nc4ccc(F)cc4F)C3)n2)cc1 (stereo not given)	-1	-3	-17	-13	-23	9	-2	-29	-8	-1	-41
COc1ccc(NC(=O)c2cc(C3CCCCN3C(=O)c3cc(C(C)(C)C)nn3C)on2)c(C)c1 (stereo not given)	·	-3	17	11	8	-10	13	2	-5	2	8
CC1CCCCC1NC(=O)CN1CCN(Cc2ccccc2Cl)C1=O (stereo not given)	12	-3	8	-21	-34	-9	10	15	3	6	-6

Compounds above that contain an aryl methoxy group:
molecule	TLR9-MyD88 inh	ABHD5 PLIN5 PPI	LRH-1 inv ag	NCOA2 inhibitor	NCOA1 inh	NOD2 RIPK2 PPI	NR2F2 inh	TWEAK Fn14 block	SRC3 inh	Exocytosis inh	TROY signal inh
CCN1CCN(c2nc(Nc3ccc(OC)cc3)nc(N)c2[N+](=O)[O-])CC1	·	0	3	-18	-5	-11	4	-14	13	6	-16
COc1ccccc1N1C(=O)c2cccc3cccc(c23)C1=O	5	0	18	-10	4	7	-10	7	-15	9	4
COc1cccc(-n2c(SCC(=O)c3c[nH]c4ccccc34)nc3ccccc3c2=O)c1	1	0	22	-5	2	-12	-9	11	5	4	2
COc1cccc(-c2noc(C3CCCN(C(=O)c4ccc(F)cc4)C3)n2)c1 (stereo not given)	-3	8	-8	-11	-23	-9	-17	5	-19	6	-20
COc1ccccc1NC(=S)NCc1ccccn1	2	-4	21	-19	-9	-11	14	1	6	-5	-20
COc1ccc(CC(=O)OCC(=O)Nc2cccc(Br)c2)cc1	6	-2	12	7	4	-4	-7	-14	8	-11	0
COc1ccc(C2(C)NC(=O)N(CC(=O)NCCC3=CCCCC3)C2=O)cc1OC (stereo not given)	-4	-2	46	-20	-39	-2	5	-8	-16	7	-9
COc1cc(/C=N/NC(=O)CCN2CCCCC2)ccc1O	16	0	4	-19	-26	2	16	3	6	-3	-1
COc1ccc2cc(C(=O)Nc3c(C)n(C)n(-c4ccccc4)c3=O)sc(=O)c2c1OC	6	3	18	·	-3	-6	·	11	6	-2	6
COc1cccc(N2C(=O)Nc3ccc(Br)cc3C2(O)C(=O)NCCN(C)C)c1 (stereo not given)	3	2	-9	-17	-4	6	6	2	1	-2	-2
COc1ccc(-c2noc(N3CCCC(C(=O)Nc4ccc(F)cc4F)C3)n2)cc1 (stereo not given)	-1	-3	-17	-13	-23	9	-2	-29	-8	-1	-41
COc1ccc(NC(=O)c2cc(C3CCCCN3C(=O)c3cc(C(C)(C)C)nn3C)on2)c(C)c1 (stereo not given)	·	-3	17	11	8	-10	13	2	-5	2	8

Record cards, as listed above:
Listed for CC1CCCCC1NC(=O)CN1CCN(Cc2ccccc2Cl)C1=O (stereo not given) → TLR9-MyD88 inh: 12; ABHD5 PLIN5 PPI: -3; LRH-1 inv ag: 8; NCOA2 inhibitor: -21; NCOA1 inh: -34; NOD2 RIPK2 PPI: -9; NR2F2 inh: 10; TWEAK Fn14 block: 15; SRC3 inh: 3; Exocytosis inh: 6; TROY signal inh: -6
Listed for COc1ccc(C2(C)NC(=O)N(CC(=O)NCCC3=CCCCC3)C2=O)cc1OC (stereo not given) → TLR9-MyD88 inh: -4; ABHD5 PLIN5 PPI: -2; LRH-1 inv ag: 46; NCOA2 inhibitor: -20; NCOA1 inh: -39; NOD2 RIPK2 PPI: -2; NR2F2 inh: 5; TWEAK Fn14 block: -8; SRC3 inh: -16; Exocytosis inh: 7; TROY signal inh: -9
